TbPYK inhibitor: blocks Trypanosoma brucei pyruvate kinase. TbPYK enzyme, Kinase-Glo Plus ATP luminescence, 45 min. actives 0.12% (n = 410,000). Potency, µM (doses to about 76.8 µM), without a hit: top-dose activity, negative = inhibition, usual class: inhibitors. Q57TT1; further: potency means the concentration at half of the fitted maximal effect; on the % scale 0 is the no-effect control and ±100 the full control effect; nearly all actives have a fitted effect of over 50% in size
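Luminescence from Kinase-Glo Plus, added after a 45-minute room-temperature reaction, served as the end-point read-out. The enzyme and substrate were preincubated with compound before ADP (130 uM final) initiated turnover. Concentration-effect curves came from normalized qHTS data.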
LmPK inh: inhibitors of Leishmania mexicana pyruvate kinase. AID 1721. actives 0.37% (n = 290,000). purified LmPK, Kinase-Glo ATP luminescence, 1 h. Q27686. Potency, µM (top dose mostly 57.5 µM), for inactives: at the highest dose activity change, negative = inhibition, usual class: inhibitors; further: potency means the concentration at half of the fitted maximal effect; on the % scale 0 is the no-effect control and ±100 the full control effect
Target sequence (Q27686 whole entry, looked up): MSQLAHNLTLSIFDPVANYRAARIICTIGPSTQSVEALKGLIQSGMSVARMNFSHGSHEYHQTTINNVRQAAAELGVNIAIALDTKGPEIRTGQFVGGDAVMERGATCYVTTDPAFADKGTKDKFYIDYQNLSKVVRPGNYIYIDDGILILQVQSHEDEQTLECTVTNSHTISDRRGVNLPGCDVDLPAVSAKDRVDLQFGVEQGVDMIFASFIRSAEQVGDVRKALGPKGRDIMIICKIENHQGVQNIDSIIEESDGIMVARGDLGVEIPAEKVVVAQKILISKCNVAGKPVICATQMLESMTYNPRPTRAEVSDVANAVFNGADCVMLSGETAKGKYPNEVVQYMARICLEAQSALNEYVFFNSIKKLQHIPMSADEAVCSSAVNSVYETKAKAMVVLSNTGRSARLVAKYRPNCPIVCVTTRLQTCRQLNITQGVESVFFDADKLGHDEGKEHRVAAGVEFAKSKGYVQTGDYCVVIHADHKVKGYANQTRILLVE
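0.1 nM LmPK, 0.5 mM PEP, 0.1 mM ADP; 50 mM imidazole pH 7.2, 7 mM MgCl2, 50 mM KCl; 1 h RT. Kinase-Glo luminescence readout, normalized to no-enzyme (full inhibition) and uninhibited wells.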
AmpC inh no detg: AmpC beta-lactamase inhibition without detergent; P00811; AmpC nitrocefin hydrolysis, absorbance 480 nm, 0.0001% Triton; Potency, µM (top dose mostly 57.1 µM), inactives show at the highest dose activity change, negative = inhibition, most hits filed as inhibitors; actives 0.52% (n = 330,000); AID 485341;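 further: potency means the concentration at half of the fitted maximal effect; plate controls were no compound for no effect and no enzyme for full effect; nearly all actives have a fitted effect of over 20% in size; some results filed as inactive show a strong effect at the top dose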
Target sequence (P00811 whole entry, looked up): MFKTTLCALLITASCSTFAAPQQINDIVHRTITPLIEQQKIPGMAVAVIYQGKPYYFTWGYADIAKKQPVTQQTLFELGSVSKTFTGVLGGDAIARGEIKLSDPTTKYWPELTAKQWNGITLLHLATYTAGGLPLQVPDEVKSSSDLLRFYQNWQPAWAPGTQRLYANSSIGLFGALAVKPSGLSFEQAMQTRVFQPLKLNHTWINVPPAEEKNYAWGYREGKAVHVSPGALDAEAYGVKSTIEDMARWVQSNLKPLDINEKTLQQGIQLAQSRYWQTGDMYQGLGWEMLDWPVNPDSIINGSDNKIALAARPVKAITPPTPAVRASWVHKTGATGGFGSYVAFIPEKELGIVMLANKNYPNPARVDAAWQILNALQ
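20 mM phosphate pH 7.0 + 0.01% (detergent screen) or 0.0001% Triton X-100; 5.3 nM AmpC reagent; cpd preinc 15 min RT; nitrocefin (800 uM stock) to start; A480 q20 s × 4 min; Activity was normalised to no-enzyme and no-compound control wells.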
CHX counter: affects cycloheximide protein synthesis inhibition readout, counter-screen | cell reporter, cycloheximide protein synthesis inhibition counterscreen | max response, % | actives 12% (n = 300,000) | AID 2314; in the data active means max response mostly above about 13%, no sharp cut-off; inactive means mostly below about 14%; further: read at 38.3 µM for the half of the compounds with a filed dose; 0% is about no effect
Pf growth 48h: inhibits P. falciparum growth in the first generation, 48 h. P. falciparum luciferase growth in erythrocytes, 48 h. AID 504832. actives 5.9% (n = 310,000). Potency, µM (series often up to 28.7 µM), without a hit: top-dose activity change, negative = inhibition, hits mostly inhibitors; further: potency means the concentration at half of the fitted maximal effect; on the % scale 0 is the no-effect control and ±100 the full control effect
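Growth was read as firefly luciferase luminescence after a 48 h, 37 C, 5% CO2 exposure of compounds to reporter-bearing P. falciparum cultures (0.1% parasitemia, 2% hematocrit final) in Albumax-supplemented RPMI 1640.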
Shiga inhibitor: Shiga toxin inhibition; Vero cells, Shiga toxin protein synthesis inhibition reporter; actives 9.2% (n = 290,000); inhibition, % at 38.7 µM; in the data active means inhibition mostly above about 28%, no sharp cut-off; inactive means mostly below about 43%; further: 0% is about no effect
Pf growth 96h: P. falciparum growth inhibition at 96 hour, primary screen for plastid delayed-death inhibitors | P. falciparum luciferase reporter growth, 96 h | actives 6.9% (n = 320,000) | Potency, µM (top dose mostly 28.7 µM), for inactives: at the top dose activity change, negative = inhibition, most hits filed as inhibitors; further: potency means the concentration at half of the fitted maximal effect; on the % scale 0 is the no-effect control and ±100 the full control effect
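P. falciparum expressing integrated firefly luciferase, in erythrocytes at 2% hematocrit, 0.05% parasitemia, incubated with compounds 96 h at 37 C, 5% CO2. Growth inhibition read as loss of luminescence; two-generation exposure targets delayed-death apicoplast inhibitors.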
An asterisk follows results filed as active; [ ] = remark or other dose. Unless noted, the call rests on the fitted dose curve; in most records, active means well fitted curve in the direction sought with a large enough effect; inconclusive means small, poorly fitted or top-dose-only effect, or another doubt; inactive means no such curve, though single readings can be large; an effect the other way counts as inactive or inconclusive.

For COc1cccc(/C=C2\N=C(SC)SC2=O)c1OC the results were TbPYK inhibitor 1%, LmPK inh 10%, AmpC inh no detg -8%, CHX counter 9, Pf growth 48h -16%, Shiga inhibitor -4 and Pf growth 96h inconclusive.
For COc1ccc(CS(=O)c2nc(C)cc(C)c2S(C)(=O)=O)cc1 (stereo not drawn) the results were TbPYK inhibitor -3%, LmPK inh -2%, AmpC inh no detg 8%, CHX counter 7, Pf growth 48h 12µM*, Shiga inhibitor -8 and Pf growth 96h 30%.
CCOC(=O)c1ccc(CNC(=O)Cn2nnc(-c3ccccc3)n2)o1 was read as TbPYK inhibitor 2%, LmPK inh 4%, AmpC inh no detg -10%, CHX counter 9, Pf growth 48h -11%, Shiga inhibitor -24 and Pf growth 96h -4%.
For CC(NC(=S)NCc1ccc(F)cc1)C12CC3CC(CC(C3)C1)C2 (stereo not drawn) the results were TbPYK inhibitor -1%, LmPK inh 7%, AmpC inh no detg -31%, CHX counter -4, Pf growth 48h inconclusive, Shiga inhibitor 15 and Pf growth 96h inconclusive.
For CC1=C(C#N)C(=O)N(C)C(C)(C)C1 the results were TbPYK inhibitor 0%, LmPK inh 0%, AmpC inh no detg -13%, CHX counter -1, Shiga inhibitor -10 and Pf growth 96h inconclusive.
CCC1CCCCN1C(=O)CCC(=O)Nc1nnc(C(F)(F)F)s1 (stereo not drawn) was read as TbPYK inhibitor 15%, LmPK inh -4%, AmpC inh no detg 16%, CHX counter -2, Pf growth 48h -18%, Shiga inhibitor -1 and Pf growth 96h inconclusive.
Cc1c(C)c(C)c(S(=O)(=O)n2[nH]c(=O)c(CCO)c2C)c(C)c1C was read as TbPYK inhibitor -8%, LmPK inh 3%, AmpC inh no detg 17%, CHX counter 3, Pf growth 48h 0%, Shiga inhibitor -6 and Pf growth 96h 4%[5.75 µM].
For COc1cc(-c2nnc(SCC(=O)OC3CCCCC3)o2)cc(OC)c1OC the results were TbPYK inhibitor 4%, LmPK inh 1%, AmpC inh no detg 91%[activator], CHX counter 1, Pf growth 48h -12%, Shiga inhibitor 1 and Pf growth 96h 45%[activator].
For O=C(Cc1cccs1)NNC(=O)c1ccc(F)cc1 the results were TbPYK inhibitor 4%, LmPK inh -1%, AmpC inh no detg -6%, CHX counter -3, Pf growth 48h 15%, Shiga inhibitor -12 and Pf growth 96h -13%.
Screening Cc1ccc(C(=O)OCC(=O)NCCC2=CCCCC2)cc1N returned TbPYK inhibitor -4%, LmPK inh -3%, AmpC inh no detg -3%, CHX counter 6, Pf growth 48h 104%[activator], Shiga inhibitor -13 and Pf growth 96h inconclusive.
`CO/N=C(/c1nonc1N)N1CCN(c2ccc([N+](=O)[O-])cc2)CC1` gave TbPYK inhibitor -10%, LmPK inh 2%, AmpC inh no detg -29%, CHX counter -2, Pf growth 48h 1%, Shiga inhibitor -14 and Pf growth 96h 83%[activator].
For O=C(NNC(=O)c1c(F)cccc1F)c1ccccc1OC(F)(F)F the results were TbPYK inhibitor 0%, LmPK inh -3%, AmpC inh no detg -10%, CHX counter 13, Pf growth 48h 47%[activator], Shiga inhibitor 8 and Pf growth 96h -2%.
Screening CCn1c(CC(=O)Nc2ccc(OC)cc2)nnc1SCC(=O)N1CCOCC1 returned TbPYK inhibitor -13%, LmPK inh -7%, AmpC inh no detg 1%, CHX counter -4, Pf growth 48h 8%, Shiga inhibitor -6 and Pf growth 96h inconclusive.
O=C(Nc1cccc(S(=O)(=O)NC2=NCCC2)c1)c1c(F)cccc1Cl was read as TbPYK inhibitor 3%, AmpC inh no detg -20%, Pf growth 48h -12% and Pf growth 96h 11%.
`CSC1=NC2C(N1)N(C)C(=O)N2C` (stereo not drawn) gave TbPYK inhibitor -21%, LmPK inh -1%, AmpC inh no detg -7%, CHX counter -2, Shiga inhibitor -14 and Pf growth 96h -13%.
`CN(C)C1=NCCN1CCC1CCCCC1` gave TbPYK inhibitor 5%, AmpC inh no detg -8%, Pf growth 48h inconclusive and Pf growth 96h 46%[activator].
Cc1ccc(N2C(=O)C3C4C=CC(CNC(=S)N5CCN(c6ccccc6)CC5)(O4)C3C2=O)cc1 (stereo not drawn) was read as TbPYK inhibitor -16%, LmPK inh 9%[11.5 µM], AmpC inh no detg -8%, CHX counter -5, Pf growth 48h 1%, Shiga inhibitor -19 and Pf growth 96h inconclusive.
`CC(=O)N[C@@H](Cc1ccc(OC(F)(F)F)cc1)C(=O)O` gave TbPYK inhibitor 2%, LmPK inh 3%, AmpC inh no detg -17%, CHX counter 1, Pf growth 48h -3%, Shiga inhibitor -7 and Pf growth 96h 3%.
Screening CCCCCCc1ccc(N2C[C@H](Cc3ccccc3)[C@@H](CC(=O)NCc3ccc(OC)cc3)C2=O)cc1 returned TbPYK inhibitor 6%, LmPK inh 2%, AmpC inh no detg -19%, CHX counter 1, Pf growth 48h -63%, Shiga inhibitor -6 and Pf growth 96h inconclusive.
Screening CCOCCN1CCN(c2c(CC)c(C)nc3cc(-c4cc(OC)cc(OC)c4)nn23)CC1 returned TbPYK inhibitor -3%, LmPK inh 5%, AmpC inh no detg 334%[activator], CHX counter 0, Pf growth 48h 1.5µM*, Shiga inhibitor 14 and Pf growth 96h 9%.

Quoted at random: 6 records from the list
Screening CCn1c(CC(=O)Nc2ccc(OC)cc2)nnc1SCC(=O)N1CCOCC1 returned TbPYK inhibitor -13%, LmPK inh -7%, AmpC inh no detg 1%, CHX counter -4, Pf growth 48h 8%, Shiga inhibitor -6 and Pf growth 96h inconclusive.
`CSC1=NC2C(N1)N(C)C(=O)N2C` (stereo not drawn) gave TbPYK inhibitor -21%, LmPK inh -1%, AmpC inh no detg -7%, CHX counter -2, Shiga inhibitor -14 and Pf growth 96h -13%.
`CO/N=C(/c1nonc1N)N1CCN(c2ccc([N+](=O)[O-])cc2)CC1` gave TbPYK inhibitor -10%, LmPK inh 2%, AmpC inh no detg -29%, CHX counter -2, Pf growth 48h 1%, Shiga inhibitor -14 and Pf growth 96h 83%[activator].
`CN(C)C1=NCCN1CCC1CCCCC1` gave TbPYK inhibitor 5%, AmpC inh no detg -8%, Pf growth 48h inconclusive and Pf growth 96h 46%[activator].
`CC(=O)N[C@@H](Cc1ccc(OC(F)(F)F)cc1)C(=O)O` gave TbPYK inhibitor 2%, LmPK inh 3%, AmpC inh no detg -17%, CHX counter 1, Pf growth 48h -3%, Shiga inhibitor -7 and Pf growth 96h 3%.
For O=C(NNC(=O)c1c(F)cccc1F)c1ccccc1OC(F)(F)F the results were TbPYK inhibitor 0%, LmPK inh -3%, AmpC inh no detg -10%, CHX counter 13, Pf growth 48h 47%[activator], Shiga inhibitor 8 and Pf growth 96h -2%.

Next compounds.
CSc1nc(NS(=O)(=O)c2ccc(F)cc2F)nn1C was read as TbPYK inhibitor 0%, LmPK inh -5%, AmpC inh no detg -16%, CHX counter -3, Pf growth 48h 10%, Shiga inhibitor -2 and Pf growth 96h 12%.
`Cn1c(SCC(N)=O)nnc1-c1ccc(C(C)(C)C)cc1` gave TbPYK inhibitor 4%, LmPK inh -5%, AmpC inh no detg -26%, CHX counter 17*, Pf growth 48h 56%[activator], Shiga inhibitor 14 and Pf growth 96h 1%.
`Cc1noc(NS(=O)(=O)c2ccc(NC(=O)c3cc(=O)c4ccccc4o3)cc2)c1C` gave TbPYK inhibitor 2%, LmPK inh -10%, AmpC inh no detg -39%, CHX counter -8, Pf growth 48h -2%, Shiga inhibitor -10 and Pf growth 96h inconclusive.
Screening CCCc1ccccc1OCCNC(C)=O returned TbPYK inhibitor -20%, LmPK inh 3%, AmpC inh no detg 2%, CHX counter -2, Pf growth 48h -16%, Shiga inhibitor -4 and Pf growth 96h 8.3µM*.
Screening CCn1c(SCC(=O)N2CCN(c3ccccc3)CC2)nnc1-c1cc2cc(Cl)ccc2o1 returned TbPYK inhibitor 0%, LmPK inh 3%, AmpC inh no detg 1%, CHX counter 1, Pf growth 48h 10%, Shiga inhibitor -4 and Pf growth 96h -16%.
Screening COc1cc(C(=O)NC(C)c2ccc(S(N)(=O)=O)cc2)ccc1OCC(=O)N1CCOCC1 (stereo not drawn) returned TbPYK inhibitor -1%, LmPK inh 0%, AmpC inh no detg -2%, CHX counter -2, Pf growth 48h 59%[activator], Shiga inhibitor -3 and Pf growth 96h 5%.
COc1ccc(CCC(=O)NCCS(=O)(=O)N2CCN(c3ccccc3)CC2)cc1 was read as TbPYK inhibitor -2%, AmpC inh no detg 8%, Pf growth 48h inconclusive and Pf growth 96h -2%.
CN1CCN(C(=S)Nc2ccc(Cl)cc2Cl)CC1 was read as TbPYK inhibitor -2%, LmPK inh 7%, AmpC inh no detg -11%, CHX counter 16*, Shiga inhibitor 12 and Pf growth 96h 22%.
For Clc1ccc(N=C2SCCS2)cc1 the results were TbPYK inhibitor 0%, LmPK inh 3%, AmpC inh no detg -22%, CHX counter 46*, Pf growth 48h 71%[activator], Shiga inhibitor 76* and Pf growth 96h 12%.
`CC1/C(=N/O)CC(c2ccco2)NC1c1ccco1` (stereo not drawn) gave TbPYK inhibitor -6%, LmPK inh 0%, AmpC inh no detg -14%, CHX counter -2, Pf growth 48h 3%, Shiga inhibitor -13 and Pf growth 96h inconclusive.
Screening O=C(Cc1ccc(F)cc1)Nc1nnc(SCC(=O)NC2CCCC2)s1 returned TbPYK inhibitor 3%, LmPK inh 0%, AmpC inh no detg -8%, CHX counter -5, Pf growth 48h 15%, Shiga inhibitor 3 and Pf growth 96h 5%.
Screening O=C(NCCC1=CCCCC1)C1CCC(CNc2c(N3CCCCC3)c(=O)c2=O)CC1 (stereo not drawn) returned TbPYK inhibitor 1%, LmPK inh 5%, AmpC inh no detg 3%, CHX counter 0, Pf growth 48h 9.3µM*, Shiga inhibitor 3 and Pf growth 96h inconclusive.
`CN(CC(=O)Nc1cccc(F)c1)C(=O)c1ccc2c(=O)n3c(nc2c1)CCC3` gave TbPYK inhibitor -4%, AmpC inh no detg -17%, Pf growth 48h -8% and Pf growth 96h 9%.
For COC(=O)C1CCN(C(=O)COC(=O)[C@@H]2CC(O)CN2S(=O)(=O)c2ccc3c(c2)OCCO3)CC1 (stereo partly drawn) the results were TbPYK inhibitor -7%, LmPK inh -1%, AmpC inh no detg 16%, CHX counter -3, Pf growth 48h -6%, Shiga inhibitor 16 and Pf growth 96h 28%.
For COc1ccccc1-c1nnc(SC(C(=O)c2c[nH]c3ccccc23)c2ccccc2)n1C (stereo not drawn) the results were TbPYK inhibitor -12%, LmPK inh -1%, AmpC inh no detg 2%, CHX counter -1, Pf growth 48h inconclusive, Shiga inhibitor -16 and Pf growth 96h inconclusive.

From PubChem BioAssay
